# NPYLR7 ag – activates Aedes aegypti NPYLR7 receptor; activation, % at 10 µM; HEK293T NPYLR7/Galpha15, GCaMP6s calcium fluorescence; 0.15% of 270,000 active; in the data active = activation above about 40%;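 note: 0% = vehicle and 100% = reference agonist at the receptor; some compounds past the cut are filed as inactive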
# hcGAS inh – blocks human cGAS activity; inhibition, % at 12.5 µM; 0.081% of 290,000 active; recombinant h-cGAS, ATP depletion, Kinase-Glo luminescence; AID 1259398;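 note: 0% = vehicle reaction and 100% = reaction without DNA for no activity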
# Target sequence (Q8N884 whole entry, looked up): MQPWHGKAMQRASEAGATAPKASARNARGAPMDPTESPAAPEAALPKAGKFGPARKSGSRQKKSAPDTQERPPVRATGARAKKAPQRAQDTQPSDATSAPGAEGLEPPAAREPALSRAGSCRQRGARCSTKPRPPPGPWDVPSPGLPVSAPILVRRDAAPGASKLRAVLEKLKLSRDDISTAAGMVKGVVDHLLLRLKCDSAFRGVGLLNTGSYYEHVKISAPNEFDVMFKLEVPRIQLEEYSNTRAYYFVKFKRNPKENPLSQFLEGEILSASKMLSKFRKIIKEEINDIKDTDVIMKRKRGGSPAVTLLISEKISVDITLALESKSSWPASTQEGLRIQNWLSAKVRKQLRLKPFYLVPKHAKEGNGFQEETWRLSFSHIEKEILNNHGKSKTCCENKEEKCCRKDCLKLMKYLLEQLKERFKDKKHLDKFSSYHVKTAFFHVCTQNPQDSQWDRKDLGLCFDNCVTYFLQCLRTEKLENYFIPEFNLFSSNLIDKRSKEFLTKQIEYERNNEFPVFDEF
# mcGAS inh – mouse cGAS inhibition by luminescence | recombinant cGAS, Kinase-Glo ATP depletion luminescence | inhibition, % at 12.5 µM | 0.15% of 160,000 active;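 note: 0% = negative control wells and 100% = reference inhibitor with no enzyme activity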
# The depositor's hits bear a star; . = not tested or not shown; & = joins results of further samples. Cut-off read from the data, not from the text of the source, unless noted: active = inhibition above about 40%; inactive = the rest.
SMILES,NPYLR7 ag,hcGAS inh,mcGAS inh
COc1ccc(C(=O)N2CCC3(CC2)OCC(C(=O)NCc2ccco2)N3C(=O)c2ccco2)cc1OC (stereo unspecified),17,-2,-4
Cc1ccc2c(c1)CN(C(=O)c1ccc(Cn3nc(C)cc3C)cc1)CC(C)O2 (stereo unspecified),-1,-3,-21
CCc1nc2ccc(C(=O)Nc3cccc(OC)c3)cn2c1N(C)Cc1ccc(OC)cc1,11,-2,-3
Cc1ccc(S(=O)(=O)N2CCN(C(c3ccccc3)c3ccc(Cl)cc3)CC2)cc1F (stereo unspecified),32,-6,-7
N#Cc1ccccc1NC(=O)CC(C(=O)O)N1CCNCC1 (stereo unspecified),-1,-9,-10
COc1ccc2c(=O)c3c(=O)n(Cc4ccccc4)c(-c4ccccc4)nc3oc2c1,-3,1,.
COC[C@H]1C[C@H]2C[C@@H](O)[C@H](NC(=O)C3CCCCC3)[C@]2(O)CO1,24,3,-4
CCc1oc(C(=O)N2CCOC(C(F)(F)F)C2)cc1CN(CC)CC (stereo unspecified),-2,-8,-11
O=C1c2ccccc2C(=O)C1(O)c1c[nH]c2ccccc12,6,-8,.
Cc1ccc2c(-c3cc4c(n(CC5CC5)c3=O)CCN(C(=O)C3=NN(C)C(=O)CC3)C4)cccc2n1,17,-24,-6
COc1cc(/C=C2/SC(N)=NC2=O)ccc1OCc1ccccc1,5,4,0
CN(Cc1ncc[nH]1)C(=O)c1c(Cl)c(C(F)(F)F)nn1C,7,-8,-10
COc1ccc(CN(CCc2c[nH]c3ccccc23)C(=O)CN(C(=O)COc2ccc(Cl)cc2)C2CC2)cc1,30,-5,-5
COCCN1CCN(CCN2C(=O)NC(C)(C)C2=O)CC1C (stereo unspecified),2,-11,.
CC(=O)c1cc(C(=O)OCC(=O)Nc2ccc(C)cc2)c2ccccn12,7,-6,-11
CCC(CC)C(=O)Nc1cccc(-c2cccc(-c3ccc4c(c3)OCCO4)n2)c1,4,-4,-5
COCC1(C(=O)NC(c2cc(C)ccn2)C2CC2)CCC1 (stereo unspecified),0,-5,.
Cc1ccc(NC(=O)Nc2c(O)c3ccccc3oc2=O)cc1,-8,-3,.
Cc1cnc(CNC(=O)Nc2nnc3ccccn23)s1,4,-5,.
COCCn1c(=O)[nH]c(=O)c2c3c(cnc21)C(=O)CC(/C=C/c1ccccc1)C3 (stereo unspecified),0,-8,-8

# Exported tab-delimited: 18 of the compounds above.
smiles	NPYLR7 ag	hcGAS inh	mcGAS inh
Cc1ccc2c(c1)CN(C(=O)c1ccc(Cn3nc(C)cc3C)cc1)CC(C)O2 (stereo unspecified)	-1	-3	-21
CCc1nc2ccc(C(=O)Nc3cccc(OC)c3)cn2c1N(C)Cc1ccc(OC)cc1	11	-2	-3
Cc1ccc(S(=O)(=O)N2CCN(C(c3ccccc3)c3ccc(Cl)cc3)CC2)cc1F (stereo unspecified)	32	-6	-7
N#Cc1ccccc1NC(=O)CC(C(=O)O)N1CCNCC1 (stereo unspecified)	-1	-9	-10
COc1ccc2c(=O)c3c(=O)n(Cc4ccccc4)c(-c4ccccc4)nc3oc2c1	-3	1	.
COC[C@H]1C[C@H]2C[C@@H](O)[C@H](NC(=O)C3CCCCC3)[C@]2(O)CO1	24	3	-4
CCc1oc(C(=O)N2CCOC(C(F)(F)F)C2)cc1CN(CC)CC (stereo unspecified)	-2	-8	-11
O=C1c2ccccc2C(=O)C1(O)c1c[nH]c2ccccc12	6	-8	.
Cc1ccc2c(-c3cc4c(n(CC5CC5)c3=O)CCN(C(=O)C3=NN(C)C(=O)CC3)C4)cccc2n1	17	-24	-6
COc1cc(/C=C2/SC(N)=NC2=O)ccc1OCc1ccccc1	5	4	0
CN(Cc1ncc[nH]1)C(=O)c1c(Cl)c(C(F)(F)F)nn1C	7	-8	-10
COc1ccc(CN(CCc2c[nH]c3ccccc23)C(=O)CN(C(=O)COc2ccc(Cl)cc2)C2CC2)cc1	30	-5	-5
COCCN1CCN(CCN2C(=O)NC(C)(C)C2=O)CC1C (stereo unspecified)	2	-11	.
CC(=O)c1cc(C(=O)OCC(=O)Nc2ccc(C)cc2)c2ccccn12	7	-6	-11
CCC(CC)C(=O)Nc1cccc(-c2cccc(-c3ccc4c(c3)OCCO4)n2)c1	4	-4	-5
COCC1(C(=O)NC(c2cc(C)ccn2)C2CC2)CCC1 (stereo unspecified)	0	-5	.
Cc1ccc(NC(=O)Nc2c(O)c3ccccc3oc2=O)cc1	-8	-3	.
Cc1cnc(CNC(=O)Nc2nnc3ccccn23)s1	4	-5	.

# Next compounds follow:
SMILES,NPYLR7 ag,hcGAS inh,mcGAS inh
CC1C(=O)N(c2cccc(C(F)(F)F)c2)CCN1C(=O)c1cccs1 (stereo unspecified),-3,0,-2
CC(C)C(=O)N1N=C(c2cccs2)CC1c1cccs1 (stereo unspecified),.,-11,-8
CSc1ccc(C(=O)CCC(=O)N[C@H](CO)Cc2ccccc2)cc1,-1,-3,-3
CC(C)NC(=O)NCC1CCN(Cc2ccc3ccccc3n2)C1 (stereo unspecified),-2,-1,.
COc1ccc(NC(=S)NC2CC3CCC2C3)c(OC)c1 (stereo unspecified),17,-13,.
COc1ccc(OC)c2[nH]c(=O)c(CCNC(=O)c3ccc(C)cc3)cc12,4,-9,-5
COc1ccc(NC(=O)CSc2ccc3nnc(CCNC(=O)c4ccccc4)n3n2)cc1,21,-3,-7
Cc1ccc(OCCCN(C)[C@@H]2c3ccccc3C3(CCNCC3)[C@H]2O)cc1,17,-7,.
Cc1ccccc1C(=O)Nc1ccnn1C1CCN(C(=O)CCN2CCCO2)CC1,4&-3,-6&-2,-2
Cc1cc(C)c2sc(N3CCN(C(=O)C4CCCN(S(C)(=O)=O)C4)CC3)nc2c1 (stereo unspecified),-1,1,.
Cn1cc(C2=NNC(=Nc3ccccc3C(F)(F)F)SC2)cn1,-20,-8,.
COc1ccccc1NC(=O)N1CCCN(CC2CC2)C(C(C)C)C1 (stereo unspecified),.,-4,-12
COCc1cc(N2CCN(c3ccc(OC)cc3)CC2)nc(SCc2ccc(C(=O)NCCc3ccccn3)cc2)n1,4,-5,-6
CC(C)Cc1ncc2c(n1)CN(C(=O)CCc1nc(Cl)n[nH]1)C2,-6,1,-3
Nc1nc(Cl)cc(Nc2cnn(CCO)c2)n1,10,-8,.
COc1ccc(CNCc2cccc3ccccc23)cc1,3,-9,-9
COc1ccccc1-n1c(SCc2nc(C(=O)N3CCC4(CC3)OCCO4)cs2)nnc1-c1cccnc1,-6,-7,-3
CC(=O)N(Cc1csc(COc2ccc(Cl)cc2)n1)C(C)C,-1,-4,1
CC12CCC(=O)N1c1ccccc1C(=O)N2CC(=O)N1CCCC1c1ccncc1 (stereo unspecified),0,5,.
CCOc1ccc2nc(Nc3nc(C)c(C)c(C)n3)nc(C)c2c1,10,-4,-5

# Another view of part of the listing above:
structure	NPYLR7 ag	hcGAS inh	mcGAS inh
CC(=O)N(Cc1csc(COc2ccc(Cl)cc2)n1)C(C)C	-1	-4	1
COc1ccc(CNCc2cccc3ccccc23)cc1	3	-9	-9

# New compounds follow
SMILES,NPYLR7 ag,hcGAS inh,mcGAS inh
CCn1c(C2CCCN(C(=O)c3cccnn3)C2)nn(CCN(C)C)c1=O (stereo unspecified),4,3,.
N#Cc1cc(F)c(N2CCC(NC(=O)c3ccc(F)cc3)CC2)c(F)c1,3,-8,.
C#CCSc1nc2ccccc2[nH]1,16,5,1
CCOc1ccc(-n2c(-c3ccccc3)cc(C(=O)N3CCC(Cc4ccccc4)CC3)c2C)cc1,-3,-6,-6
CCCCc1ncc(CN2CCc3c([nH]c4ccccc34)C2c2cccc(OC)c2OC)[nH]1 (stereo unspecified),-5,5,1
CNC(=O)C(C)(C)N(C)C(=O)c1ccccc1N1CCOCC1,2,-4,-13
Cc1cnc(C)c(N2CCN(Cc3ccc4cccc(O)c4n3)CC2)n1,0,-6,-11
O=C(Nc1ccc(C2SCC(=O)N2c2ccc3c(c2)OCO3)cc1)c1cccc(Cl)c1 (stereo unspecified),0,2,-2
CC(C(=O)Nc1ccccc1)S(=O)(=O)c1ccc([N+](=O)[O-])cc1 (stereo unspecified),3,-6,.
C[C@H](NC[C@H](O)CP(=O)(O)CC1CCCCC1)c1ccc(Cl)c(Cl)c1,6,-3,.
COc1ccc(CCN(C)C2CCCN(c3ccnc(N)n3)C2)cc1OC (stereo unspecified),20,-2,.
CN(C)C1(CNC(=O)c2nn(C)c3c2CCCC3)CCOCC1,.,-14,-6
COc1ccccc1C(=O)N1N=C(C)CC1(O)C(F)(F)F (stereo unspecified),15,-9,.
CC(C)c1cc(C2CCN(Cc3ccc(C4CCCCO4)o3)CC2)[nH]n1 (stereo unspecified),-1,2,2
Cc1ccc2nc(-c3cccc(NC(=O)c4cccc(F)c4)c3)oc2c1,-8,5,-6
CCc1ccc2oc(-c3ccc(NC(=O)c4ccc(C)c([N+](=O)[O-])c4)cc3)nc2c1,1,1,-7
O=C1CC(C(=O)N2CCN(S(=O)(=O)c3ccc(F)cc3F)CC2)c2ccc(F)cc2N1 (stereo unspecified),0,-5,-8
Cc1nn(-c2ccccc2)nc1C(=O)NC1CCCCC1C (stereo unspecified),3,-15,.
CC1(C(=O)NS(=O)(=O)c2cccc(Cl)c2)CCN1C(=O)CCc1cccs1 (stereo unspecified),-1,-8,-2
COC(=O)C(c1ccccc1F)C1C=CC(NC(=O)c2ccc(F)cc2F)C1 (stereo unspecified),6,-8,-7
COCCn1c(=NC(=O)CS(=O)(=O)c2ccc(OC)cc2)sc2cc(F)cc(F)c21,3,-5,.
O=[N+]([O-])c1cc(C(F)(F)F)cc([N+](=O)[O-])c1N1CCN(CCO)CC1,1,-10,.
Cc1cccc(C)c1NC(=O)CN(C)C(=O)CN1CCc2ccccc21,-2,-4,.
COc1ccc(/C=C(/C#N)c2nccn2CC(F)(F)F)cc1O,6,-2,.
CCCCCn1c(SCCCO)nc2c1c(=O)[nH]c(=O)n2C,1,-2,-7
COC(=O)c1ccc2oc(=O)n(C3CCN(C(=O)c4cccc5c4-c4ccccc4C5=O)CC3)c2c1,21,-3,-6
O=C(NCc1nnnn1-c1ccc(F)c(F)c1)c1ccc2ccccc2c1,15,-5,-6
Cc1ccc(-c2nc3ccc(C)cn3c2NC(=O)COc2ccccc2)cc1,-6,3,-1
Cc1ccc(C(C)C(=O)N2CCOC(COCc3c(Cl)cccc3Cl)C2)cc1 (stereo unspecified),1,-3,-5
CCC(Oc1cccc(I)c1)C(=O)Nc1cc(C)on1 (stereo unspecified),-2,-6,-17
CCN(Cc1nccs1)Cc1cc(Cl)ccc1OC,8,-9,-9
O=C(CN1C(=O)c2cccc3cccc1c23)Nc1ccc(Cl)cc1F,7,-9,.
Cc1ccc(C)c(NC(=O)N2CCN(c3nc(C)cc(Nc4ccccc4)n3)CC2)c1,10,-7,.
Cc1nn(C)c(C)c1C(=O)NCC(C)(C)N1CCCC(C)C1 (stereo unspecified),7,-7,-6
COc1ccc(-c2csc(=Nc3ccccc3C(F)(F)F)n2NC(=O)CNc2ncc(C(F)(F)F)cc2Cl)cc1,1,-4,-4
O=C(CCCn1cc([N+](=O)[O-])cn1)n1cc(Cl)cn1,2,2,.
CCc1cccc2c(C(CC(=O)N3CCC4(CC3)OCCO4)c3cccc(C(F)(F)F)c3)c[nH]c12 (stereo unspecified),19,-5,-6
CC1CCCCN1c1onc(-c2ccccc2)c1CN(CCN(C)C)C(=O)c1ccco1 (stereo unspecified),4,-7,-7
Cc1ccsc1CN(Cc1ccc(F)cc1)C(=O)CN(CC1CCCO1)C(=O)C(c1ccccc1)c1ccccc1 (stereo unspecified),.,3,0
O=c1ccc(-c2ccc(F)cc2)nn1Cc1ccccc1F,1,-5,.
COC(=O)c1c(O)cc(C(C)(C)C)n(-c2ccc(F)cc2)c1=O,6,-7,.
COc1ccc(CC2CCN(C(=O)Nc3cccc(C(C)=O)c3)CC2)cc1,4,-7,-7
O=C(NCCc1cccs1)Nc1cccc(N2CCNC2=O)c1,1,-3,.
CCOC(=O)c1cc(-c2cccc(NC(=O)c3ccc(Cl)nc3)c2)n(-c2ccccc2F)n1,34,-5,-7
CCC(=O)N1CCCCC1C(=O)N(C)Cc1cccc(C#N)c1 (stereo unspecified),0,5,.
CCN(C(=O)c1cscn1)c1ccccc1S(=O)(=O)CC,3,-12,.
CCOc1ccccc1-n1nnc(C(=O)OCc2ccccc2C)c1C,.,-5,-10
NC(=O)COC(=O)C12CC3CC(CC(C3)C1)C2,-2,4,.
O=C(Nc1ccc2c(c1)OC1(CCCC1)O2)C1Cc2ccccc2O1 (stereo unspecified),4,-15,.
O=C(COc1ccc2ccccc2c1)N=Nc1c(O)[nH]c2ccccc12,-3,-3,.
Cc1nnc(NC(=O)CSc2ccc(Cl)cc2)s1,-2,-5,-7
Cc1nn(CC(=O)Nc2ccc(OC(F)(F)F)cc2)c(C)c1[N+](=O)[O-],-8,1,-1
N#CCOc1ccc(Cl)cc1CN1CCCCC1C1OCCO1 (stereo unspecified),7,-6,.
CN(C)S(=O)(=O)c1cc(C(=O)N2CCN(Cc3nc4ccccc4s3)CC2)ccc1Cl,-1,-10,.
CCC(C)Nc1cc(C)nc2c(-c3ccccc3)c(C)nn12 (stereo unspecified),0,1,-3
CCOC(=O)c1ccc(OC2CC3CCC(C2)N3C(=O)c2ccc(CSc3cccs3)cc2)cc1 (stereo unspecified),20,-2,-6
COc1ccc2c(CC(=O)Nc3nc(CN4CCCCC4)cs3)coc2c1,1,-8,.
COc1ccc2[nH]cc(C3CCN(S(=O)(=O)c4ccc(Cl)cc4)CC3)c2c1,28,-11,-7
CC(=NOCC(=O)Nc1nccs1)c1cccs1,1,3,.

# Hits appear at their usual frequency. Share with any hit: about 0.27%.
